Diaphorase inh – inhibits diaphorase or chemically oxidizes, flagging diaphorase assay artifacts. hit rate 0.69% among 190,000. diaphorase resazurin-to-resorufin fluorescence, NADH, 16 min; bacterial (C. kluyveri) enzyme, not human. inhibition, % at 20 µM;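 active = primary screen inhibition at 20 µM above a set limit, cut at about 50% in these data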;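 also: plate controls were DMSO with full reaction for no effect and wells lacking NADH for full effect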
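Detection: fluorescence of resorufin formed from resazurin, Ex 544/Em 590 nm; test system: Clostridium kluyveri diaphorase enzyme; amount: 0.14 U/mL diaphorase, enzyme working solution; times: 16-min room-temperature incubation before reading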
Lmaj promast – inhibitors of Leishmania major promastigote growth | Leishmania major promastigotes, resazurin fluorescence viability | inhibition, % at 10 µM | hit rate 9% among 200,000 | AID 1063;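 also: promastigotes grown with compound for 44 hours at 28 °C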
TLR4-MyD88 BLA – TLR4-MyD88 interaction inhibition in cells | O00206+Q99836 | HeLa CL3-4 TLR4/MyD88 BLA complementation, FRET ratio | inhibition, % at 8.4 µM | hit rate 0.18% among 200,000 | AID 861; in the data active = inhibition above about 25%;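 also: 0% = vehicle and 100% = reference inhibitor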
DTT redox prof – compounds producing H2O2 with reducing agent – biochemical, NIH compound library profiling, artefact control for MLSCN library redox annotation, primary screen; DTT-dependent redox cycling H2O2, phenol red/HRP absorbance; 100% = 100 µM peroxide control, 0% = buffer; activation, % at 10 µM; hit rate 0.03% among 200,000;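 active = activation of at least 50% relative to the plate's high and low controls in the primary single-dose screen; inactive = activation below 50%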;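 also: compound incubated with DTT at 0.8 mM final as the reducing agent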
PMI act – phosphomannose isomerase (human) activation. P34949. purified human PMI, coupled resazurin fluorescence, 20 min; stronger effect = higher value; 1 = vehicle control, 0 substrate-free wells. activation factor at 20 µM. hit rate 0.005% among 190,000. AID 1214;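 active = activation factor of 2 or more at 20 µM, relative to plate controls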
Target sequence (P34949 whole entry, looked up): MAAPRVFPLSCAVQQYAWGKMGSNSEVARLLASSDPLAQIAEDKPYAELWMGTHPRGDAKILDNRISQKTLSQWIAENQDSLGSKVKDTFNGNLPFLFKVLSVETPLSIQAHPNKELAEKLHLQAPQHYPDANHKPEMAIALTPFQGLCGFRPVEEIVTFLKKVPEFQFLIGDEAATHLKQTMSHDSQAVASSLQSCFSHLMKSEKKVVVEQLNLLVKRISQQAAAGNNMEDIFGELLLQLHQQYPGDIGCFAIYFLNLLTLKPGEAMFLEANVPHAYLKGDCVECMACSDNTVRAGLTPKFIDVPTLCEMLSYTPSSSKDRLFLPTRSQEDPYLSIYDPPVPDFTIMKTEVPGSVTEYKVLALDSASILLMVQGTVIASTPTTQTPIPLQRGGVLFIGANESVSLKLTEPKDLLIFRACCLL
Diaph act CS – activates diaphorase or chemically reduces, flagging diaphorase assay artifacts; hit rate 0.005% among 190,000; AID 1229; Diaphorase/resazurin coupled assay, resorufin fluorescence, 16 min; stronger effect = higher value; 1 = vehicle wells, 0 = NADH-free wells; activation factor at 20 µM;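 active = diaphorase activity raised at least twofold by the compound at 20 µM; inactive = activation factor below 2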
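Test system: Clostridium kluyveri diaphorase, purified enzyme; input: enzyme 0.07 U/mL final; buffer or medium: 50 mM HEPES pH 7.4 with 4.542 mM MgCl2, 0.005% Tween 20; also added: 0.114 mM NADH and 0.1 mM resazurin, final amounts; schedule: 16 min enzyme reaction, ambient temperature; technique: fluorescence of resorufin, 544 nm excitation, 590 nm emission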
Hsp70 activator – switches on Hsp70 transcription; HeLa Hsp70 promoter luciferase reporter, luminescence; scaled: vehicle 0, proteasome-inhibitor control 100%; activation, % at 10 µM; hit rate 0.04% among 200,000; AID 1203;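 active = activation above the mean across all tested compounds plus 3 SD, cutoff set per campaign, cut at about 5.5% in these data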;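 also: 100% = MG132 at 30 µM as the positive control and 0% = DMSO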
RAM inhibit – blocks the yeast RAM network; S. cerevisiae dse1pr::URA3 reporter, 5-FOA growth OD615, 2 d; analog-sensitive cbk1-as2 kinase mutant strain; inhibition, % at 50 µM; hit rate 1.8% among 190,000;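 active = inhibition above a set limit, 3 SD over mean compound inhibition, cut at about 8.4% in these data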;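 also: 0% = DMSO-only wells with no growth and 100% = 10 µM 1-NA-PP1 full growth; inhibition rescues growth on 5-FOA so higher OD means more RAM inhibition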
S1P3 antag – S1P3 (human) receptor antagonism; Q99500; CHO S1P3 NFAT-BLA reporter, FRET fluorescence, antagonist mode; inhibition, % at 4.98 µM; hit rate 0.27% among 170,000;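 active = inhibition above the plate cutoff, the mean inhibition of test wells on that plate plus 3 SD, cut at about 28% in these data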;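 also: cells challenged with S1P at its EC80 of 0.8 µM; blue over green emission ratio from cleaved BLA substrate after 4 h stimulation; 0% = S1P-stimulated wells and 100% = unstimulated DMSO-only wells; some compounds past the cut are filed as inactive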
Target sequence (Q99500 whole entry, looked up): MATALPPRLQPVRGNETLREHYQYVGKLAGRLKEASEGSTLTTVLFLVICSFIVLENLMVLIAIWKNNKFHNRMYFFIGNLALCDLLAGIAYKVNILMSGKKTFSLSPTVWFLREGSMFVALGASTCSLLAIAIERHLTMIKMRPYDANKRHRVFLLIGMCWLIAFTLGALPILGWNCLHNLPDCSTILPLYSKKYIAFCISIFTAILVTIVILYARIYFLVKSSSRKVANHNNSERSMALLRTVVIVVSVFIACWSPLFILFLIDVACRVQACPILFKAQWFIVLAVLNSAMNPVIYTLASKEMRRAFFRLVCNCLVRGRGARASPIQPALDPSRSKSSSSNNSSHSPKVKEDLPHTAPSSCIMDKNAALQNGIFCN
G6PDH counter – inhibits Leuconostoc G6PDH, flagging false hits in G6PDH-based assays | inhibition, % at 5 µM | hit rate 0.12% among 200,000 | Purified L. mesenteroides G6PDH, diaphorase/resazurin coupled fluorescence, 45 min
PMI act satM6P – PMI (human) activation, high substrate | P34949 | coupled PMI enzyme assay, resazurin fluorescence, 20 min; stronger effect = higher value; 1 = untreated enzyme, 0 = substrate-free blank | hit rate 0.34% among 190,000 | activation factor at 20 µM;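 active = activation factor of 2 or more at 20 µM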
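Test system: human phosphomannose isomerase with PGI, G6PDH, diaphorase coupling enzymes; Amount: PMI at 15 ng/mL final; Reagent: Mannose-6-phosphate 1.0 mM (near-saturating) plus 0.22 mM NADP+; Timing: 20 min, room temperature; Technique: resorufin fluorescence at Ex 544/Em 590 nm; Dosing: 20 µM single dose.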
Active calls of the source: *; nt = no result given. Rule as the data show it, unless noted: active = inhibition above about 50%; inactive = the rest.

The first two records (preview)
Compound,DTT redox prof,PMI act satM6P,Diaphorase inh,Hsp70 activator,PMI act,TLR4-MyD88 BLA,G6PDH counter,S1P3 antag,Lmaj promast,RAM inhibit,Diaph act CS
CCOc1ncccc1C(=O)N(C)CC1COc2ccccc2O1 (stereo unspecified),0.0,0.9,13,-0.4,0.9,-10,-1,nt,-3,0.8,0.9
O=C1C2CC=C(Cl)CC2C(=O)N1CNc1ccccn1 (stereo unspecified),0.1,1,15,-0.2,1,-5,-2,nt,-3,1.2,0.9

The list itself, repeating the preview:
Compound,DTT redox prof,PMI act satM6P,Diaphorase inh,Hsp70 activator,PMI act,TLR4-MyD88 BLA,G6PDH counter,S1P3 antag,Lmaj promast,RAM inhibit,Diaph act CS
CCOc1ncccc1C(=O)N(C)CC1COc2ccccc2O1 (stereo unspecified),0.0,0.9,13,-0.4,0.9,-10,-1,nt,-3,0.8,0.9
O=C1C2CC=C(Cl)CC2C(=O)N1CNc1ccccn1 (stereo unspecified),0.1,1,15,-0.2,1,-5,-2,nt,-3,1.2,0.9
CCC(C)NS(=O)(=O)c1ccc(-c2csnn2)s1 (stereo unspecified),0.0,1.2,5,0.9,1.2,-4,0,nt,-9,0.9,0.9
CCCC1CCC(c2ccc(/C(N)=N/O)cc2)CC1 (stereo unspecified),0.7,1.1,-11,-0.3,1,8,4,14,2,-0.9,1.1
CCOC(=O)C1=C(C)NC(=O)NC1c1c(O)ccc2ccccc12 (stereo unspecified),-0.7,0.9,12,0.3,1,0,4,-44,-7,-0.1,0.9
Cc1ccc(CSCCNS(=O)(=O)c2ccc(C)cc2)cc1,0.6,0.9,15,-0.5,0.8,0,-12,15,-6,1.8,0.8
COc1ccc(N(C(=O)C(C)C)S(=O)(=O)c2cccc([N+](=O)[O-])c2)cc1,-0.7,1,6,0.3,1,-7,5,-19,6,6.0,0.9
CCOC(=O)N1CCC(NC(=O)CN2C(=O)COc3ccc(C(C)(C)C)cc32)CC1,0.4,0.9,18,-0.2,0.9,-10,6,-30,1,-0.3,0.8
CCOc1ccc(-c2cn(-c3cccc(SC)c3)c(=O)[nH]2)cc1,0.0,1.2,15,-0.4,1.3,4,-1,6,19,3.7,0.8
COc1ccc(OC)c(C(=O)CSc2nnc(-c3cccs3)n2C)c1,-0.6,1,15,-0.2,0.9,3,1,-32,-1,0.9,0.9
OCCN1CCN(Cc2cc(Br)cc(Br)c2O)CC1,0.8,1.1,4,-0.4,1.1,3,10,23,8,0.1,1
Cc1cnc(NC(=O)CN2CCN(c3ccccc3F)CC2)s1,0.3,1.1,10,0.1,1.1,3,-3,nt,-14,5.3,0.9

New compounds follow:
Compound,DTT redox prof,PMI act satM6P,Diaphorase inh,Hsp70 activator,PMI act,TLR4-MyD88 BLA,G6PDH counter,S1P3 antag,Lmaj promast,RAM inhibit,Diaph act CS
COc1ccc(CN2CCN(CC=C(C)C)C(CCO)C2)cc1Cn1cccn1 (stereo unspecified),-1.1,1,11,0.1,0.9,2,8,-18,-1,-1.1,0.9
COc1ccc(S(=O)(=O)NC2(C(F)(F)F)N=C3SCCN3C2=O)cc1 (stereo unspecified),-0.2,1,8,-0.1,1,-11,-3,-20,-5,-0.4,0.9
CCCS(=O)(=O)N1CCC(C(=O)NCCN2CCC(Cc3ccccc3)CC2)CC1,-0.4,0.9,1,-0.3,0.9,-3,-4,16,23,-1.3,1
CC(=O)Nc1nc2c(c3c1c(=O)oc1ccccc13)CCCC2,1.1,0.9,14,0.0,0.9,6,-6,15,-8,2.6,0.9
O=C(COc1ccccc1)Nc1ccc(Cl)cc1Cl,-0.5,1,10,-0.3,1,9,14,-10,-9,3.1,0.9
OCC#CCSc1nnc(-c2ccccc2Br)o1,3.5,1,8,-0.1,0.9,10,13,-20,3,1.1,0.9
O=C(Nc1cc(C(F)(F)F)ccc1N1CCOCC1)c1ccc(Cl)nc1,-1.3,0.9,24,0.0,0.8,-1,11,nt,100*,1.0,0.8
CN(C)c1nc(N(C)C)nc(N2CC(=O)N(c3ccccc3)C2=N)n1,-0.9,1,-4,-0.3,1.1,-10,0,8,3,0.4,1
COc1cc(C(c2c(C)[nH][nH]c2=O)c2c(C)[nH][nH]c2=O)ccc1OS(=O)(=O)c1ccc(C)cc1,-1.6,0.9,20,-0.2,0.9,8,9,nt,9,0.1,0.8
O=C(NCc1cccnc1)c1cccc(NC(=O)c2ccco2)c1,1.0,1.1,5,-0.3,1.1,8,1,-6,77*,0.5,0.9
O=C(CSc1ccccc1)Nc1ccc(S(=O)(=O)Nc2ncccn2)cc1,0.1,1.1,-4,-0.1,1,9,7,2,-8,2.8,1
CC1(C)CC(=O)c2sc(NS(=O)(=O)Cc3ccccc3)nc2C1,2.1,1,2,-0.2,1,5,5,-8,-5,2.8,1

Further structures:
Compound,DTT redox prof,PMI act satM6P,Diaphorase inh,Hsp70 activator,PMI act,TLR4-MyD88 BLA,G6PDH counter,S1P3 antag,Lmaj promast,RAM inhibit,Diaph act CS
CCOc1ccc(-n2c(=O)c3sccc3n(CC(=O)NCc3ccco3)c2=O)cc1,0.4,1,5,-0.4,1,-5,0,14,-5,2.9,1
CC(=O)c1cccc(NC(=O)C2C3C=CC(C3=C(c3ccccc3)c3ccccc3)C2C(=O)O)c1 (stereo unspecified),0.5,0.9,31,0.1,0.9,5,1,2,7,3.2,0.7
COc1ccc(Cn2c3nc4ccccc4nc3c3c(=O)n(Cc4ccco4)cnc32)cc1,nt,1,21,nt,0.9,nt,0,2,nt,nt,0.8
COc1ccc(OCC(=O)N2CCN(S(=O)(=O)c3ccc(Cl)cc3)CC2)cc1,1.0,1,7,-0.5,1,0,4,nt,-2,2.1,0.9
CCN(CC)CCN1C(=O)C(=O)/C(=C(/O)c2ccc(OC(C)C)cc2)C1c1ccncc1 (stereo unspecified),0.1,1,18,-0.5,1,4,0,nt,-6,1.1,0.8
CC(C)(C)NC(=O)NC(=O)CN1CCN(Cc2ccccc2)CC1,-1.3,1,6,-0.4,1,-13,3,1,-5,-1.0,0.9
Cc1cccc(C)c1-n1c(SCC(=O)NCc2ccco2)nc2ccccc2c1=O,-2.8,1,17,-0.2,1.1,1,11,nt,1,0.7,0.8
COc1ccc(CCNC(=O)CCCCCNc2nc(=S)[nH]c3ccccc23)cc1OC,3.0,1.1,23,-0.3,1,-20,-4,1,18,-1.4,0.8
Cc1cc(NC(=O)CS(=O)(=O)Cc2ccccc2)no1,-1.4,0.9,16,0.1,0.9,1,12,-10,-3,1.4,0.8
Cc1cc(C)cc(NC(=O)c2nnn(Cc3cc(C)ccc3C)c2N)c1,-0.3,0.8,26,-0.2,0.8,-4,-22,34,-1,2.2,0.7
FC(F)(F)c1cccc(NC(=S)N2CCN(c3ccccn3)CC2)c1,0.1,1.2,1,-0.4,1.2,-12,-3,22,-6,-0.4,1
CCOC(=O)c1cc(CC)sc1NC(=O)CC1Sc2ccc(C(F)(F)F)cc2NC1=O (stereo unspecified),0.5,1.1,0,-0.7,0.9,-12,11,3,31,3.7,1

Other structures follow.
Compound,DTT redox prof,PMI act satM6P,Diaphorase inh,Hsp70 activator,PMI act,TLR4-MyD88 BLA,G6PDH counter,S1P3 antag,Lmaj promast,RAM inhibit,Diaph act CS
Cc1ccc(C)c(S(=O)(=O)N2CCCOC2CNC(=O)C(=O)NCCC2=CCCCC2)c1 (stereo unspecified),-0.3,1,20,-0.3,1,-8,-2,14,2,0.9,0.8
Cc1ccc(N2C(=O)N(CC(=O)C(C)(C)C)c3ccccc3S2(=O)=O)cc1,-1.7,0.9,10,-0.2,0.9,7,14,-8,-1,2.3,0.9
CCOC(=O)C1CCN(C(=O)Nc2ccc3nc(-c4ccco4)c(-c4ccco4)nc3c2)CC1,0.7,1.3,52*,-0.3,1.1,17,1,nt,96*,3.8,0.5
O=C(/C=C/c1cccs1)c1ccc(Br)cc1,-4.7,0.9,20,-0.1,1,6,2,nt,1,1.7,0.8
Cc1cccc(C(=O)N/N=C/c2ccc(OCC(=O)N3CCCCC3)cc2)c1,-7.7,1,8,0.1,1,2,4,nt,-3,0.1,0.9
CCCn1c(=O)c(C(=O)NCc2ccco2)c(O)c2ccccc21,-0.3,1.1,-6,-0.4,1,1,5,-14,2,2.0,1.1
COc1ccc(CCNc2ncnc3c2oc2ccccc23)cc1OC,0.2,1,5,-0.4,1,0,1,41,12,0.9,0.9

One compound at a time (already shown):
CC(=O)c1cccc(NC(=O)C2C3C=CC(C3=C(c3ccccc3)c3ccccc3)C2C(=O)O)c1 (stereo unspecified) is entered as DTT redox prof: 0.5; PMI act satM6P: 0.9; Diaphorase inh: 31; Hsp70 activator: 0.1; PMI act: 0.9; TLR4-MyD88 BLA: 5; G6PDH counter: 1; S1P3 antag: 2; Lmaj promast: 7; RAM inhibit: 3.2; Diaph act CS: 0.7
FC(F)(F)c1cccc(NC(=S)N2CCN(c3ccccn3)CC2)c1 is entered as DTT redox prof: 0.1; PMI act satM6P: 1.2; Diaphorase inh: 1; Hsp70 activator: -0.4; PMI act: 1.2; TLR4-MyD88 BLA: -12; G6PDH counter: -3; S1P3 antag: 22; Lmaj promast: -6; RAM inhibit: -0.4; Diaph act CS: 1
